Screening data from PubChem.
Autophagy mod = alters autophagy in cells. MEF GFP-LC3 puncta imaging; test concentration mostly 10 µM. 190,000 tested, 0.98% active. calls only at 10 µM (by protocol);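 active means percentage of spot-positive cells more than 3 SD above its plate mean, without a fluorescence outlier flag or 80% toxicity; inconclusive means no clear call, values can overlap the other calls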;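 further: spot-positive cell cutoff set from DMSO-treated cells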
Insulin prom up = MIN6 insulin promoter up-regulation | z-score at 5 µM | MIN6 insulin promoter-GFP reporter, high-content imaging; stronger effect = higher value | AID 1625 | 190,000 tested, 0.3% active;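 active means z-score above 3 at 5 µM with at least 500 cells counted in the well; inconclusive means wells under 500 cells, flagged as cytotoxic or low count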
Dynein transport = dynein cargo transport inhibition; AID 1381; z-score, hits read low; 220,000 tested, 0.47% active; 3617.4 mouse cells, GR-EGFP nuclear translocation imaging; test concentration mostly 20 µM; stimulated with dexamethasone, 1 µM; stronger effect = lower value;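 active means plate z-score of nuclear minus cytoplasmic receptor signal below a set negative limit, without overly bright fluorescence or cell loss, cut at about -3.5 in these data, passing the limit was not always enough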;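 further: z-score of nuclear minus cytoplasmic ring GR-EGFP intensity difference per well; some compounds called inactive have numbers as strong as hits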
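Buffer or medium: tet-free, stripped-serum medium; Also added: dexamethasone, 1.0 µM final; Technique: high-content fluorescence imaging after fixation; Times: 48 h induction, 1 h compound, 30 min dex at 37 °C; Read-out: per-cell GR-EGFP intensity, nucleus versus surrounding cytoplasmic ring, well-averaged.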
MT stabilizer = stabilizes microtubules in HeLa cells | HeLa tubulin immunostaining HCS, 24 h; share of cells brighter than vehicle mean+2SD | % tubulin-high responders, % at 10 µM | 200,000 tested, 0.83% active | AID 2205;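 active means plate Z-score above 3 for both tubulin-high and condensed-nucleus cell shares, with cell loss under 80%, at 10 µM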;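 further: anti alpha tubulin signal scored within the nucleus-defined area of each cell; some results filed as inactive read as strong as hits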
bCat nuc transl = alters nuclear translocation of beta-catenin in HeLa cells; nuclear translocation activity, % at 5 µM; AID 1665; immunofluorescence imaging; 190,000 tested, 0.3% active;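 active means nuclear translocation activity above 50% at 5 µM, with a well cell count of 50 or more; inconclusive means wells under 50 cells across six images, flagged as toxic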;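 further: per-cell ratio of nuclear to cytoplasmic median beta-catenin stain intensity; plate controls were DMSO negative control for no effect and GSK-3 inhibitor IX positive control for full effect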
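Signal – beta-catenin immunofluorescence imaging with DAPI · Test system – human HeLa cell line · Dosing – 5 µM primary single dose, 0.1% DMSO, 0.02–20 µM confirmation series · Measure – % activation, nuclear-to-cytoplasmic median beta-catenin signal ratio per cell · Incubation – 24 h compound exposure at 37°C, 5% CO2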
M1AAP inhibition = malaria alanyl aminopeptidase activity blockers – biochemical, fluorogenic H-Leu-NHMec substrate, 1536-well (AID 1445); inhibition, % at 30 µM, or IC50 in µM where a hit was titrated; 220,000 tested, 0.42% active; recombinant M1AAP, H-Leu-NHMec fluorogenic kinetic assay; higher % means a stronger effect;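 active means primary inhibition above the hit cutoff, then over 50% inhibition at one or more dose response concentrations, cut at about 23% in these data, passing the limit was not always enough; inconclusive means conflicting primary data, or primary hits not chosen for dose response; inactive means low primary inhibition, or under 50% at every dose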;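 further: plate controls were DMSO full reaction for no effect and no enzyme background for full effect; strong numbers were not always called active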
ER stress rescue = rescue of cells from ER stress-induced death, primary screen, 384-well, CSM14.1, thapsigargin, ATP luminescence (AID 1222); CSM14.1 thapsigargin-induced death rescue, ATP luminescence; higher % means a stronger effect; 190,000 tested, under 10 active; cellular ATP content (survival), % at 20 µM, or EC50 in µM where a hit was titrated;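 active means EC50 below 50 µM in the dose-response confirmation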;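 further: death triggered by thapsigargin at about 15 µM added after 2 h compound pretreatment; cell ATP read after overnight thapsigargin exposure of roughly 18 to 22 hours; normalized against plate controls of thapsigargin alone and 5% DMSO vehicle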
K1F lysis inhibition = protection from phage-mediated lysis, alamar blue read-out – E. coli UTI89, K1F phage, bacterial capsule biogenesis inhibitors (AID 488966) | E. coli UTI89 K1F phage lysis, alamar blue, 2 h; higher % means a stronger effect | one-dose inhibition, % at 100 µM; IC50 in µM for titrated hits | 340,000 tested, 0.02% active;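 active means phage lysis inhibition, versus mean bacterial control, above a set limit; inconclusive means no clear call, values can overlap the other calls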;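 further: capsule biogenesis inhibitors block K1F phage lysis so surviving cells raise fluorescence; higher fluorescence means more inhibition of phage lysis; actives were called in the ten point dose series up to 300 µM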
M17LAP inhibition = P. falciparum M17LAP inhibitors, primary screen, biochemical, fluorogenic H-Leu-NHMec substrate, 1536-well (AID 1619) | 220,000 tested, 0.38% active | inhibition, % at 30 µM; hits with a dose series show IC50 in µM | recombinant M17LAP, H-Leu-NHMec fluorogenic kinetic assay; higher % means a stronger effect;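 active means compound inhibiting the enzyme by more than half at any dose during confirmatory dose-response retesting; inconclusive means strong single-dose inhibitors picked by rank but not retested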;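 further: plate controls were full reaction with DMSO carrier for no effect and no enzyme background for full effect; strong numbers were not always called active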
Dynein transport cytoplasmic EGFP = also measured in Dynein transport; calls as there; z-score; measured here: cytoplasmic GR-EGFP intensity; stronger effect = higher value
Dynein transport nuclear GR-EGFP = second read-out of Dynein transport, no call of its own (marks repeat the call); z-score; measured here: nuclear GR-EGFP intensity;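 lower value marks the stronger effect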
Dynein transport cell count = also measured in Dynein transport; calls as there; z-score; measured here: cell count per field
Insulin prom up cell count = also measured in Insulin prom up; calls as there; cell count; measured here: cytotoxicity, nuclei count;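 total cells summed across four imaged fields per well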
bCat nuc transl cell count 5 µM = also measured in bCat nuc transl; calls as there; cell count; measured here: cell count, cytotoxicity flag
MT stabilizer Hoechst-high % = also measured in MT stabilizer; calls as there; % Hoechst-high responders; measured here: nuclear condensation Hoechst responders;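 share of cells brighter than vehicle mean plus two SD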
MT stabilizer cytotoxicity % = further read-out of MT stabilizer, marked with its call; toxicity, %; measured here: cytotoxicity by cell density;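 0% = mean cell density of plate MIN control wells and 100% = no cells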
Autophagy mod cell loss 18 h = recorded beside Autophagy mod, whose call it bears; toxicity, %; measured here: cell loss, nuclei count;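 cell loss after 18 h compound exposure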
The depositor's hits bear a star; i = inactive; ? = inconclusive; / = no result given; [ ] = dose if it differs, or a comment.

SMILES	Autophagy mod	Autophagy mod cell loss 18 h	Insulin prom up	Insulin prom up cell count	Dynein transport	Dynein transport cytoplasmic EGFP	Dynein transport nuclear GR-EGFP	Dynein transport cell count	MT stabilizer	MT stabilizer Hoechst-high %	MT stabilizer cytotoxicity %	bCat nuc transl	bCat nuc transl cell count 5 µM	M1AAP inhibition	ER stress rescue	K1F lysis inhibition	M17LAP inhibition
C/C(=N\NC(=O)OC(C)(C)C)c1ccc[nH]1	i	-5.8	0.07	1161	-0.323	-0.00953	0.328	0.0921	2.8	3.1	7.8	-1.3	1170	-1.5%	-0.8%	0.2%	-5.5%
COc1cccc(=O)c2c(C)n(-c3ccc(C(=O)O)cc3)c(C)c12	i	16.9	0	1484	2.44	-0.179	1.48	-1.4	2.1	2.0	4.9	2.2	895	6.5%	-0.2%	-0.3%	26.8%
O=C(CSc1nc2ccccc2[nH]1)NC1CCS(=O)(=O)C1 (stereo unspecified)	i	6.3	-0.43	1334	1.33	-0.235	1.24	-0.722	2.2	1.3	1.4	0.8	957	0.2%	-2.1%	-2.1%	-7.1%
COc1ccc(N(CC(=O)Nc2ccc(S(=O)(=O)N3CCCC3)cc2)S(C)(=O)=O)cc1OC	i	3.6	/	/	-0.519	-0.153	0.118	0.348	2.0	1.3	6.7	1.0	423	2.0%	-3.0%	0.1%	-7.5%
COc1ccc(OC)c(CC(NC(C)=O)C(=O)NC2CCN(c3nc(OC)nc(OC)n3)CC2)c1 (stereo unspecified)	i	-3.3	0.09	1281	1.03	-0.259	0.898	-1.59	2.9	3.0	6.3	-4.6	1056	4.4%	3.1%	0.1%	-5.2%
CN(C)CCOC(=O)/C(=C/c1cn(C)c2ccccc12)NC(=O)c1ccccc1	/	/	-0.13	1159	0.67	-0.19	0.347	-1.1	/	/	/	0.8	1219	8.6%	/	0.7%	15.0%
COc1ccc(Cl)cc1C(=O)Nc1ccc(NC(C)=O)cc1	i	13.4	0.96	1508	-0.337	-0.297	-0.201	0.579	0.9	1.3	2.3	1.3	1066	4.7%	-1.1%	0.3%	4.6%
COc1ccc(NC(=O)CC2C(=O)N(c3cccc(OC)c3)C(=O)N2C(C)C)cc1 (stereo unspecified)	i	2.5	/	/	0.95	-0.323	0.228	-0.989	3.9	1.3	9.9	/	/	2.1%	-0.7%	0.4%	-0.1%
O=C(COC(=O)CCCOc1ccc(Cl)cc1Cl)Nc1cccc(Cl)c1	i	12.6	-0.03	1516	-0.0674	-0.28	-0.299	0.00166	1.8	3.9	9.7	-2.2	510	4.8%	0.0%	2.6%	2.8%
O=C(CSc1ccc([N+](=O)[O-])cc1)NCC1CCCCC1	i	-8.9	-0.12	1292	-0.609	-0.334	-0.128	0.426	10.2	3.2	4.4	-2.3	1053	4.5%	-1.1%	0.4%	1.6%
COc1ccc(CC(C)N2CCN(c3ccccc3)CC2)cc1OC (stereo unspecified)	i	-6.1	-1.07	1000	-0.696	-0.13	-0.514	0.807	1.6	1.6	4.1	/	/	-0.1%	-1.2%	8.7%	-1.7%
CC(C)N1CCC(N2CCN(Cc3cnc(-c4ccccc4)s3)CC2CCO)CC1 (stereo unspecified)	i	24.6	-0.04	1217	1.05	-0.276	0.724	-0.731	2.6	1.4	1.0	0.6	1078	-0.6%	-0.6%	0.2%	-4.7%
COC(=O)c1cc(C)sc1NC(=S)N1CCN(CCc2ccccc2)CC1	i	4.3	-0.42	1470	-0.568	0.085	0.388	-0.623	1.9	1.8	4.0	0.5	937	3.1%	2.5%	0.2%	-0.9%
CCCN1CCN(C(=S)NCc2ccc(Cl)cc2)CC1	i	16.0	-1.33	1445	-0.211	-0.258	0.0483	-0.177	2.7	2.0	5.3	2.3	912	-2.8%	-2.1%	-0.1%	4.1%
C/C(=N\Nc1ccc2nncn2n1)c1ccc(Br)s1	/	/	-0.4	1056	0.00109	-0.271	-0.409	0.748	/	/	/	-0.1	1308	4.4%	/	-1.8%	-1.4%
CC12CCC(C(=O)N(CSC(=S)N/N=C\c3ccccc3)C1=O)C2(C)C (stereo unspecified)	i	1.2	/	/	0.135	-0.245	0.404	0.496	1.6	1.3	3.0	/	/	4.2%	-1.2%	-8.6%	15.3%
CCn1cc(Br)c(C(=O)Nc2ccccc2C(=O)OC)n1	i	-4.3	0.07	1559	0.723	-0.38	0.746	0.505	5.4	2.5	11.1	-5.7	1047	7.2%	-1.2%	0.0%	-1.7%
CC1=CC(=O)C=C(C)C1=NOS(=O)(=O)c1ccccc1	i	46.2	-0.7	637	-5*	1.49*	-2.46*	0.875*	3.3	2.3	6.6	-6.3	1079	4.7%	-0.6%	-1.1%	-2.0%
O=C(c1ccco1)N1CCN(c2ncnc3c2nnn3Cc2ccccc2Cl)CC1	i	6.2	-1	779	-0.302	-0.275	0.158	0.817	0.8	1.7	5.9	0.3	1110	7.9%	0.2%	1.0%	-4.7%
COc1ccc(NC(=O)/C(=C\c2ccc3c(c2)OCO3)NC(C)=O)cc1	i	45.4	0.01	1622	0.192	-0.109	-0.0869	0.124	3.3	3.2	3.1	1.3	1070	-0.3%	-0.6%	1.1%[50 µM]	2.5%
COc1cc(/C=N/OCC(=O)Nc2ccc(OC(F)F)cc2)ccc1OCc1ccccc1	i	20.0	1.02	1282	0.263	-0.176	0.236	0.0529	17.2*	20.0*	41.3*	3.7	851	-1.2%	-0.2%	1.4%[50 µM]	7.4%
O=C(N/N=C/C=C/c1ccccc1)c1ccccc1Br	i	5.5	-0.64	1505	-0.03	-0.215	-0.646	0.109	3.1	1.6	8.3	-1.5	1282	7.3%	-0.8%	0.1%	18.9%
CCOC(=O)N1CCC(NC(=O)C2CCN(C(=O)c3cc4oc(C)cc4n3Cc3c(F)cccc3Cl)CC2)CC1	i	18.4	-0.14	1517	2.34	0.0272	1.2	-1.23	2.4	1.3	11.8	-3.3	1027	2.2%	0.8%	-0.3%	7.8%
C/C=C/C(=O)N1CC2(CC(c3cccc(NC(=O)CC)c3)=NO2)C[C@H]1C(N)=O (stereo partly specified)	/	/	-0.03	592	0.593	-0.789	0.421	-0.0326	/	/	/	1.8	1041	-5.9%	/	1.2%	-8.6%
Cc1ccc(S(=O)(=O)N(C)C)cc1NC(=O)COC(=O)/C=C/c1ccc2c(c1)OCO2	i	13.8	-0.35	1337	-0.309	-0.216	-0.0304	0.085	1.6	1.4	9.3	-0.7	1078	6.1%	-0.9%	0.0%	1.2%
Cc1nc(SCC(=O)N2CCN(C(=O)c3ccco3)CC2)c2c(C)c(C)sc2n1	i	-9.0	0.33	1165	-0.359	-0.218	-0.236	0.469	4.3	2.3	3.7	3.1	1125	8.8%	3.1%	4.2%	1.7%
COC(=O)c1c(-c2cccs2)csc1NC(=O)CSc1ncnc2sc(C)c(C)c12	i	7.7	-0.66	1380	-0.193	-0.121	-0.281	0.527	2.1	2.5	9.8	1.7	1400	-4.9%	-1.0%	0.2%	4.2%
Cc1ccccc1Oc1cc(-n2ncc(Cl)c(Cl)c2=O)ncn1	i	91.5	?	/	-3.03	1.85	-1.88	-0.252	3.6	2.8	5.8	-0.7	1038	-0.7%	-1.6%	-0.1%	-0.1%
COC(CSc1ncnc2c1oc1nc3c(cc12)COC(C)(C)C3)OC	/	/	1.02	1343	0.682	-0.144	0.107	-0.275	/	/	/	0.2	1321	-2.4%	/	-0.5%	5.2%
Cc1cc2c(C)c(C)c(=O)[nH]c2cc1N	i	9.7	-0.56	834	0.218	2.84	0.767	-1.43	2.1	0.9	8.3	2.2	1113	25.2%*	3.9%	-2.0%	-107.8%
C#CCOCCOCCOCCNc1nc(N2CCN(C(=O)Cn3cc(CC(C)O)nn3)CC2)nc(N2CCN(C(=O)Cn3cc(CC(C)O)nn3)CC2)n1 (stereo unspecified)	i	-69.2	1.05	1063	-0.96	-0.231	0.107	0.326	2.7	2.2	0.3	/	/	10.8%	-3.7%	0.4%	15.5%
COc1ccccc1NC(=O)NCC(=O)Nc1c(C)cccc1C	i	-3.6	-0.97	1246	-0.202	-0.309	0.054	-0.0538	2.9	2.4	5.6	-0.7	1138	16.9%	2.8%	0.0%	-2.4%
COc1ccc(N2C(=O)C(CC(=O)Nc3ccccc3)N(Cc3cccs3)C2=O)cc1 (stereo unspecified)	i	3.4	0.01	1374	-0.0807	-0.228	0.285	0.19	4.1	2.0	11.5	-1.7	1126	5.2%	-2.6%	-4.5%	4.2%
CC(=O)Nc1ccc(S(=O)(=O)Nc2ccc(NC(=O)c3ccco3)cc2)cc1	i	1.4	0.13	1269	-0.0725	-0.0765	-0.659	0.342	3.3	1.9	3.8	/	/	-0.3%	/	0.1%	-2.9%
